# PLK1 PBD block: qHTS for Inhibitors of PLK1-PDB (polo-like kinase 1 - polo-box domain): Primary Screen; AID 720504, 2013; Potency, µM, without a hit: max response, negative = inhibition, actives largely listed as inhibitors; Plk1 PBD binding of FITC phosphopeptide, fluorescence polarization; actives 2.8% (n = 360,000); Serine/threonine-protein kinase PLK1 (Homo sapiens), P53350; also: potency is read from the fitted curve at half-maximal effect; series mostly up to about 57 µM; % is scaled to controls: 0 for no effect and ±100 for the full control effect; nearly all actives have a fitted effect of over 65% in size
# PI5P4Ka inh: qHTS for Inhibitors of phosphatidylinositol 5-phosphate 4-kinase (PI5P4K); Phosphatidylinositol 5-phosphate 4-kinase type-2 alpha (Homo sapiens), P48426; PI5P4Kalpha enzyme, ADP-Glo luminescence, 60 min; hits give low values; max response, %; actives 1.2% (n = 330,000); active = max response of -50% or lower; inconclusive = between -30% and -50%; inactive = -30% or higher; also: value at the top dose of about 77 µM; % is scaled to controls: 0 for no effect and ±100 for the full control effect
#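 Reactions run in 0.038 M HEPES pH 7.4, 0.28 mM EGTA, 0.1% CHAPS and 5% DMSO, with PI5P4Kalpha, substrate, compound and 5 microM ATP final, one hour at room temperature. Readout is ADP-Glo luminescence.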
# PTHR1 agonist: qHTS for PTHR1 Agonists: Primary Screen; Parathyroid hormone/parathyroid hormone-related peptide receptor (Homo sapiens), Q03431; HEK293 GP2 PTHR1 cells, GloSensor cAMP luminescence, 1 h; Potency, µM (series often up to 115 µM), without a hit: at the top dose activation, actives largely listed as activators; actives 0.075% (n = 410,000); AID 743266, 2014; also: potency is read from the fitted curve at half-maximal effect; nearly all actives have a fitted effect of over 55% in size; some results filed as inactive show a strong effect at the top dose; inactives centre near -15; many of its hits are not listed in these tables
# Target sequence (Q03431 whole entry, looked up): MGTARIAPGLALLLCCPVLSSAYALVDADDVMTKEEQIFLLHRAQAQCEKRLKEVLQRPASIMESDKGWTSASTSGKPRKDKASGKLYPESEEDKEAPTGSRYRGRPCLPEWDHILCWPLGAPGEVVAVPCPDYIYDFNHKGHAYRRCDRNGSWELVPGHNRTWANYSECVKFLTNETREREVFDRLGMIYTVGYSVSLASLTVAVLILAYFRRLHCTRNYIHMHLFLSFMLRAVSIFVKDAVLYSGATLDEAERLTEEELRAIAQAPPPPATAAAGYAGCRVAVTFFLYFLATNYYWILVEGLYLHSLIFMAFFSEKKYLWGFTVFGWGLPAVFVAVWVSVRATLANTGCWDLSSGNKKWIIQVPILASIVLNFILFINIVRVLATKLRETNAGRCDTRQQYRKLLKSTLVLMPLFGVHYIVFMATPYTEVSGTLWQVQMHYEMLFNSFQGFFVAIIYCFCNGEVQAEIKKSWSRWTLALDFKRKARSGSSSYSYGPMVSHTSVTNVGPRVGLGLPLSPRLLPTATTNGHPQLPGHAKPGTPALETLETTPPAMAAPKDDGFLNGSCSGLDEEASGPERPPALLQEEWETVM
#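 HEK-293-derived GP2 cells expressing PTHR1 and a GloSensor cAMP reporter, 3,000/well, plated overnight, given luciferin plus IBMX (each 0.5 mM as added) for 1 h at 37 °C, then compound for 1 h at 37 °C. Luminescence was read after 15 min at room temperature.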
# GLP1R ag: qHTS of GLP-1 Receptor Agonists; Glucagon-like peptide 1 receptor (Homo sapiens), P43220; HEK293 GLP-1R CRE-luciferase, luminescence, 4-6 h; cells express a hypersensitive GLP-1R form; Potency, µM (top dose mostly 45.6 µM), for inactives: top-dose activation, most hits filed as activators; actives 0.007% (n = 380,000); also: potency is read from the fitted curve at half-maximal effect; % of control where 0% means no effect
# Target sequence (P43220 whole entry, looked up): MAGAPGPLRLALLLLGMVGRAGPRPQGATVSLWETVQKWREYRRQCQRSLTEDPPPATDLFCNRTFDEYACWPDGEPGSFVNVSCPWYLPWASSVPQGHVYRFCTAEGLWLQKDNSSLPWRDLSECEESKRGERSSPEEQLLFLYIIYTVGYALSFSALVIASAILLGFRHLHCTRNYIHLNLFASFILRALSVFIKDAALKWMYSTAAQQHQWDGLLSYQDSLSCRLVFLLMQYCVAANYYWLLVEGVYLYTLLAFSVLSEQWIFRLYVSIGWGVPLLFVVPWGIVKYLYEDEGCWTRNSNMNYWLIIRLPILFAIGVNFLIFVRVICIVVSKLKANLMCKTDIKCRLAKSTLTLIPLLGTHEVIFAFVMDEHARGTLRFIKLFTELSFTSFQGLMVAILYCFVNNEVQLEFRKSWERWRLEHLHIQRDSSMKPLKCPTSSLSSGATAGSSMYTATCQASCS
# EPAC1 agonist: qHTS for Agonist of cAMP-regulated guanine nucleotide exchange factor 3 (EPAC1): primary screen; Potency, µM (highest dose often 154 µM), for the others: at the top dose activation, most hits filed as activators; EPAC1 agonist qHTS, biochemical assay; response scale: 100% = response to 6.5 mM cAMP; Rap guanine nucleotide exchange factor 3 (Homo sapiens), O95398; actives 0.073% (n = 360,000); AID 720707, 2013; also: potency is read from the fitted curve at half-maximal effect; nearly all actives have a fitted effect of over 60% in size
#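 Fluorescent GDP-exchange assay: 100 nM EPAC1 with 250 nM Rap1B preloaded with BODIPY-GDP and 50 uM GDP; compounds tested as concentration series, 5 min at room temperature, then read every 5 min for 30 min (ex 480/em 540 nm); normalized to 6.5 mM cAMP.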
# GLP-1R inv ag: qHTS of GLP-1 Receptor Inverse Agonists (Inhibition Mode); Glucagon-like peptide 1 receptor (Homo sapiens), P43220; HEK293 GLP-1R CRE-luciferase, luminescence, 24 h; GLP-1R form is constitutively active; Potency, µM (top dose mostly 38.3 µM), without a hit: top-dose activity change, negative = inhibition, usual class: inhibitors; actives 1.6% (n = 410,000); also: potency is read from the fitted curve at half-maximal effect; % is scaled to controls: 0 for no effect and ±100 for the full control effect; nearly all actives have a fitted effect of over 55% in size
#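 Readout was luciferase luminescence, measured 12 min after detection reagent at room temperature. Beforehand, GLP-1R reporter HEK293 cells had sat 12 h, then received compounds for 24 hr at 37 deg C.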
# EPAC1 antag: qHTS for Antagonist of cAMP-regulated guanine nucleotide exchange factor 3 (EPAC1): primary screen. AID 720709, 2013. EPAC1 GEF assay, Rap1b-BODIPY-GDP exchange fluorescence. actives 0.14% (n = 360,000). Rap guanine nucleotide exchange factor 3 (Homo sapiens), O95398. Potency, µM (doses to about 115 µM), without a hit: top-dose activity change, negative = inhibition, hits mostly inhibitors;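 also: potency is read from the fitted curve at half-maximal effect; plate controls were vehicle for no effect and positive control for full effect; nearly all actives have a fitted effect of over 50% in size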
# IL-2 act: qHTS of IL-2 Activators | IL-2 activation reporter assay, cell-based qHTS; stimulated with anti-CD3/CD4/CD28 beads; in transgenic mouse T cells | activation, % (series mostly up to about 46 µM) | actives 0.065% (n = 360,000) | AID 652025, 2013; in the data active = activation above about 50%; inconclusive = mostly about 30% to 49%; also: 0% is about no effect
#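 Unstimulated transgenic mouse T cells preincubated 60 min with compound, then stimulated with anti-CD3/anti-CD4-coated beads plus anti-CD28 for 18 h at 37 degrees C. IL-2 response read as EGFP and DsRed fluorescence by plate cytometry.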
# GLP1R cytotox: qHTS of GLP-1 Receptor Inverse Agonists: Cytotox Screen. HEK293 cAMP-luciferase reporter cells, luminescence, 24 h. Potency, µM (series often up to 38.3 µM), inactives show at the top dose activity change, negative = inhibition, most hits filed as inhibitors. actives 0.13% (n = 410,000). AID 624418, 2012;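 also: loss of luciferase light is scored as toxicity; potency is read from the fitted curve at half-maximal effect; % is scaled to controls: 0 for no effect and ±100 for the full control effect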
#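 Compound-treated cells are incubated 24 hr at 37 deg C under 5% CO2 after a 12 hour attachment period, then luciferase detection reagent is added and luminescence is measured following 12 min at room temperature; lowered signal indicates toxicity.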
# * hit, by the source's call; i = inactive; ? = inconclusive; nt = no result given; [ ] = dose if it differs, or a comment. Unless noted, calls follow the shape of the dose curve; as a rule, active = well fitted curve in the direction sought with a large enough effect; inconclusive = small, poorly fitted or top-dose-only effect, or another doubt; inactive = no such curve, though single readings can be large; an effect the other way counts as inactive or inconclusive.
SMILES,PLK1 PBD block,PI5P4Ka inh,PTHR1 agonist,GLP1R ag,EPAC1 agonist,GLP-1R inv ag,EPAC1 antag,IL-2 act,GLP1R cytotox
CC(C)Nc1nc(N)c(C(=O)C23CC4CC(CC(C4)C2)C3)s1,3.4%,-3.4,-29.3%,1.9%,1.7%,?,-0.3%,0.1,?
CC(=O)N(CN1C(=O)CCC1=O)c1cccc(Cl)c1,-1.7%,8.7,i,-0.6%,-1.7%,2.5%,-20.5%,1.4,8.4%
CC(C)c1nnc(SCC(=O)NC2CCCC2)n1C,0.3%,-0.5,-17.2%,4.6%,-2.1%,16.8%,1.0%,0.5,-3.8%
CCC(=O)N(c1nnc(SCC(=O)c2ccc[nH]2)s1)C1CC1,?,-4.6,i,-1.1%,-3.9%,1.7%,-0.1%,-2.2,-10.1%
CCCCn1nnnc1NCc1cc(Cl)c(OC)c(OC)c1,-3.5%,-1.1,i,8.1%,1.1%,4.3%,-22.8%,-3.9,-0.6%
Cc1ccccc1S(=O)(=O)Cc1ccc(C(=O)O)o1,-2.7%,nt,-22.3%[57.5 µM],-1.3%,-1.2%,4.4%,7.0%,0.5,-0.8%
CC(NC(=O)C1CCN(c2nnc(N3CCCC3=O)s2)CC1)c1ccccc1 (stereo not given),-7.6%,0.3,i,12.8%,-10.7%,10.3%,2.6%,-1.5,-3.4%
CC(=O)n1cc([C@@H]2C=C(C(=O)N3CCN(Cc4ccccc4)CC3)O[C@H](OCc3ccc(CO)cc3)C2)c2ccccc21,8.2%,5.8,-24.0%,-4.7%,3.5%,?,15.1%,-0.2,-24.7%
O=C(O)C1=C(C2CCCCC2)C(=O)c2ccccc21,3.3%,-0.7,-23.8%,-4.0%,12.7%,25.9%,-9.6%,-3.7,-14.0%
Cc1c(N(C)S(=O)(=O)c2cccc(C(=O)NCc3cccnc3)c2)c(=O)n(-c2ccccc2)n1C,0.5%,-3.1,-11.9%,-4.8%,-10.4%,15.5%,-2.1%,-0.2,1.6%
Oc1ccc(C[C@H]2CNCCN2CCc2cccc(F)c2)cc1,-3.9%,9.0,-24.0%,13.0%,13.4%,-29.6%,-17.4%,-0.2,-3.3%
COc1cc(OC)cc(C(=O)OCC(=O)NC(C)CCc2ccccc2)c1 (stereo not given),-6.5%,9.9,i,14.5%,-14.5%,-2.9%,-6.4%,0.3,-0.3%
O=C(CSc1nnnn1Cc1ccccc1)N1CCN(c2ccccc2)CC1,-5.7%,6.6,-11.7%,-0.7%,17.7%,-1.9%,-4.1%,2.9,4.5%
O=C(Nc1ccccc1Cl)O/N=C(/c1ccccc1)c1ccccn1,-1.4%,-5.7,9.0%,-0.7%,5.0%,0.0%,-2.7%,-0.1,13.1%
Cc1ccc(OCC(=O)NCCNC(=O)c2ccco2)cc1,-3.8%,2.1,-13.2%,3.0%,0.2%,10.9%,5.0%,0.1,-3.6%
COCCCn1c(=O)/c(=C\c2ccc(OC(F)F)c(OC)c2)s/c1=C(/C#N)C(=O)NCCOC,-3.9%,-0.5,i,11.0%,10.2%,40.5%[activator],-2.5%,1.4,5.8%
O=S(=O)(Nc1nccs1)c1ccc(Br)cc1,?,-13.5,-8.8%,3.0%,7.7%,12.2%,-1.9%,-0.7,-5.7%
Cn1nnnc1SCC(=O)NCc1cccc(C(=O)O)c1,-2.0%,2.6,i,2.7%,1.8%,28.9%,14.5%,-1.6,7.9%
CC(C)Sc1nc2c(c(=O)[nH]c(=O)n2C)n1CC(O)COc1ccccc1 (stereo not given),23.8µM*,-13.5,-1.2%,14.3%,-5.8%,15.4%,-13.4%,-1.0,-15.2%
Cc1nc(-c2cccc(NS(=O)(=O)c3ccc4ccccc4c3)c2)cs1,-5.7%,0.5,-8.4%,-4.2%,-7.0%,33.6%[activator],-2.5%,-0.8,8.1%
COc1cccc(Nc2ccc(C(=O)O)cc2N)c1,-1.0%,-10.8,i,-1.2%,4.9%,4.3%,-3.6%,-2.1,7.1%
O=C1CC(c2ccccc2)Cc2nc(N3CCc4ccccc4C3)ncc21 (stereo not given),-9.5%,nt,i,8.4%,8.2%,0.0%,-1.5%,-0.7,11.4%
O=C(Nc1ccc2ccccc2c1)C(c1ccccc1F)n1c(=O)c(-c2cc3ccccc3[nH]2)nc2ccccc21 (stereo not given),-0.3%,-1.4,-22.6%,nt,9.3%,?,1.5%,0.0,486.1%[activator]
Cc1nn(CC(=O)NC2CC2)c(C)c1S(=O)(=O)NC(C)(C)C,2.9%,-0.7,i,-1.4%,-1.1%,7.7%,-2.5%,2.1,-4.2%
Fc1ccc(Nc2ncnc3sc4c(c23)CCC4)cc1F,10.9%,-5.1,i,0.6%,-3.6%,-3.0%,3.0%,0.1,-11.2%
COc1ccc(N2CC(C(=O)N[C@@H](C)C(=O)N[C@H](CO)c3ccccc3)CC2=O)cc1 (stereo not given in full),-4.9%,-1.6,i,1.9%,-2.9%,14.8%,0.5%,-1.4,-12.7%
CCOC(=O)N1CCN(C(=O)COC(=O)C2CCN(S(=O)(=O)c3c(Cl)cccc3Cl)CC2)CC1,-5.9%,-2.2,-17.4%,-8.0%,5.0%,0.2%,-8.9%,-4.1,11.0%
O=C(c1cnc2n(c1=O)CCS2)N1CCN(c2ccc(Cl)c(Cl)c2)CC1,-0.7%,5.9,-7.0%[57.5 µM],1.4%,-3.0%,1.4%,8.0%,-3.2,-5.5%
CCOC(=O)Cn1c(=O)c(F)cn(Cc2ccc(OC)c([N+](=O)[O-])c2)c1=O,?,-2.2,i,-12.1%,-7.2%,5.3%,-29.2%,-0.6,-3.6%
Cc1ccc(N2CC(=O)Nc3c(oc4nc(-c5ccccc5)cc(C)c34)C2=O)cc1,-11.6%,6.2,-9.9%,2.1%,-6.5%,13.2%,-2.7%,0.6,7.3%

# Just GLP1R ag, PI5P4Ka inh and IL-2 act, for two of the compounds above:
molecule	GLP1R ag	PI5P4Ka inh	IL-2 act
COc1ccc(N2CC(C(=O)N[C@@H](C)C(=O)N[C@H](CO)c3ccccc3)CC2=O)cc1 (stereo not given in full)	1.9%	-1.6	-1.4
CCOC(=O)N1CCN(C(=O)COC(=O)C2CCN(S(=O)(=O)c3c(Cl)cccc3Cl)CC2)CC1	-8.0%	-2.2	-4.1

# Next part:
SMILES,PLK1 PBD block,PI5P4Ka inh,PTHR1 agonist,GLP1R ag,EPAC1 agonist,GLP-1R inv ag,EPAC1 antag,IL-2 act,GLP1R cytotox
CCCCCNC(=O)C(c1cc2ccccc2o1)n1c(=O)c(-c2cc3ccccc3[nH]2)nc2ccccc21 (stereo not given),-1.6%,2.2,i,nt,-5.2%,?,-8.7%,-0.6,nt
CN(C)CC(=O)N[C@@H]1C=C[C@@H](CC(=O)NCCN2CCCCC2)O[C@@H]1CO,-2.9%,3.4,i,nt,-9.4%,8.9%,0.8%,-0.3,-1.9%
COc1ccc(-c2cc(C(F)(F)F)nc(SCCC(=O)Nc3ccc(F)cc3F)n2)cc1,nt,nt,-96.0%,3.6%,nt,11.0%,nt,nt,1.0%
O=C(COc1ccc(C(=S)N2CCOCC2)cc1Cl)Nc1ccccc1Cl,?,2.3,-22.1%,0.4%,-3.4%,0.6%,-13.5%,0.0,-4.8%
Cc1c(C(=O)NNC(=O)c2ccncc2)oc2ccc(Br)cc12,-10.9%,-4.3,i,-2.4%,2.5%,16.2%,1.7%,0.5,9.8%
OCC[n+]1ccc(/C=C/c2c[nH]c3ccccc23)cc1,47.4%[activator],-4.3,-17.2%,-18.8%,?,0.0%,29.3%,94.5*,66.6%[activator]
Cc1nc(SCC(=O)O)c(C#N)c2c1CCCC2,?,?,3.8%,-3.9%,-12.3%,0.5%,15.1%,-0.2,7.7%
COc1ccc(/C=N\NS(=O)(=O)c2ccc(Cl)cc2)cc1COc1ccccc1[N+](=O)[O-],-3.4%,1.4,i,-7.9%,1.3%,-1.7%,-14.1%,1.0,-21.7%
CCc1ccc(NCCC(=O)c2ccc(Cl)cc2)cc1,-11.9%,nt,-11.8%[57.5 µM],-2.4%,7.3%,-1.7%,-5.0%,-1.2,-1.1%
C=CCNC(=S)N/N=C/c1ccccc1OCCOc1ccccc1,-2.5%,0.4,i,5.2%,7.2%,5.6%,-0.2%,-2.1,-14.7%
CC(C)C1C(=O)N(Cc2cn(CCC3OCCCO3)nn2)CCS(=O)(=O)N1Cc1ccc(-c2ccncc2)cc1 (stereo not given),-2.1%,-0.3,-19.7%,17.1%,-1.0%,18.6%,-0.6%,0.1,3.5%
CSc1ncnc2c1ncn2CCCNCC(c1ccccc1)c1ccccc1,-6.8%,0.6,-23.7%,0.7%,-10.5%,?,-5.4%,-3.5,-2.5%
COc1ccc(S(=O)(=O)N2CCOCC2)c2ccccc12,2.7%,6.1,-2.4%,-1.6%,-5.2%,-6.0%,4.7%,1.5,-1.7%
C=CCn1c(SCC(=O)Nc2ccc(OC)cc2)nc2ccccc2c1=O,-2.1%,4.1,i,1.3%,-4.6%,0.8%,6.1%,-0.5,-3.8%
COc1cc(NC(=O)CSc2ncnc3scc(-c4ccccc4)c23)c(C(=O)O)cc1OC,?,-15.5,i,-4.4%,12.6%,9.2%,-8.8%,0.6,15.7%

# Bioassay records: PubChem, National Center for Advancing Translational Sciences (NCATS)

# Not all compounds are listed; the hit share may differ from the screen's.
